Bioassay records from PubChem BioAssay.
14-3-3 PPI: modulators of 14-3-3 gamma protein binding, primary screen, biochemical, fluorescence polarization | FP, 14-3-3gamma / TMR-pS259-Raf peptide binding | inhibition, % at 40 µM | 14-3-3 protein gamma (Homo sapiens), P61981 | 0.19% of 160,000 active; in the data active = inhibition above about 30%;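 note: 0% = protein plus tracer without compound and 100% = blank with tracer alone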
Target sequence (P61981 whole entry, looked up): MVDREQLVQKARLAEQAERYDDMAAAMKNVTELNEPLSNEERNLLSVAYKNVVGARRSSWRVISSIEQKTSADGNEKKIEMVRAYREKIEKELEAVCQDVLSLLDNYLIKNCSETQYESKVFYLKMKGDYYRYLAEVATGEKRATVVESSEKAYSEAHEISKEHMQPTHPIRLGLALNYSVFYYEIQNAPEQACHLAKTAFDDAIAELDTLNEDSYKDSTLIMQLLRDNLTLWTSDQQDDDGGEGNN
The depositor's hits bear a star; & = joins results of further samples. The list is partial; count on the stated rates, not on these rows.

SMILES	14-3-3 PPI
O=C(NCc1cccnc1)c1ccc2c(c1)N(Cc1ccccc1F)C(=O)c1ccccc1S2	-4
CCc1cc2c(=O)c(-c3nc(C)cs3)coc2cc1OC(C)C(=O)O (centres undefined)	2
CCSc1nc(N2CCCCC2)c2c(c1C#N)CCCC2	0
O=c1oc2cc(O)ccc2cc1-c1nnc(Nc2ccc(Cl)cc2)s1	-19
COc1ccc(C2N(C(C)=O)CCN2S(=O)(=O)c2ccc(C)cc2)cc1 (centres undefined)	8
CC(C)OC(=O)c1c(NC(=O)c2ccccc2Br)sc2c1CCCC2	-6
O=C(NCCO)C1=Cc2ccccc2OC1	-7
Cc1csc(=O)n1CC(=O)OCc1cccc2ccccc12	2
CCCC1=C(C(=O)OCC)C(c2ccc([N+](=O)[O-])cc2)NC(=O)N1 (centres undefined)	6
Cc1ccc(CC(=O)OCCNC(=O)c2cccnc2)cc1	-5&-7
CCCCc1nc2ccccc2c(=O)n1NC(=O)c1c(O)c2cccc3c2n(c1=O)CCC3	-1
CCOC(=O)CNS(=O)(=O)c1ccc(C(=O)O)cc1	-1
COc1cc(NC(=O)N[C@H](C(=O)O)C(C)C)cc(OC)c1	-2
Cc1cc(NC(=O)CSc2nnc3c(n2)-c2cccc4cccc-3c24)no1	-19
CCOC(=O)N1CCC(N2Cc3cccc(C(=O)NCc4ccc(OC)cc4)c3C2=O)CC1	-11
CCC(CC)NC(=O)C1c2ccccc2Oc2ccccc21	3
Cc1cccc(N(CC(=O)Nc2ccc(CC#N)cc2)S(C)(=O)=O)c1	-5
Cc1ccc(S(=O)(=O)NCc2ccc(C(=O)O)cc2)cc1	-7
CSc1nc2c(c(=O)n1CC1CCCC1)C1(CCCC1)Cc1ccccc1-2	-3
c1ccc(-c2nnc(CSc3nncs3)o2)cc1	-1
Cc1nccn1CCCN1C(=O)OC2(CCCCC2)C1(C)O (centres undefined)	-1
CC(=O)Oc1ccc2nc(-c3ccco3)oc(=O)c2c1	-10
CC1=CC(C)(C)Nc2ccc(C)cc21	-2
CCOc1ccc(C2NC(=S)NC(C)=C2C(=O)Nc2ccc(F)cc2)cc1 (centres undefined)	-7
Cc1ccc2[nH]c(C)c(CN(C)C3CCCCC3)c(=O)c2c1	-5
CC1CCCC(NC(=O)CN2CCN(Cc3ccc(Cl)cc3)C2=O)C1C (centres undefined)	-3
Cc1ccc(C(=O)c2ccc(Oc3ccccc3)cc2)cc1	-4
O=C(c1ccc2c(=O)n(CCc3ccccc3)c(=S)[nH]c2c1)N1CCc2ccccc2C1	6
CCn1c(SCC(=O)N2CCCc3ccccc32)nc2cccnc21	-34
CCCc1nnc(NC(=O)CCC(=O)Nc2ccc(F)cc2)s1	-4
COCCSc1nnc(-c2cnccn2)o1	-1
CSc1ccccc1NC(=O)CCN1C(=O)C2C3C=CC(C3)C2C1=O (centres undefined)	-5
O=C1c2[nH]nc(-c3ccccc3O)c2C(c2ccc(F)cc2)N1Cc1ccco1 (centres undefined)	-2
CCOc1ccc(C2=C(CN3CCOCC3)C(c3ccc(F)cc3)c3ccccc3O2)cc1 (centres undefined)	-9
Cc1c(Br)c(C(F)(F)F)nn1CC(=O)N1CCCCC1	-2
CCOCCOC(=O)C1=C(C)NC2=C(C(=O)CC(c3cccs3)C2)C1c1ccc(F)cc1 (centres undefined)	5
O=C1CN2C(=Nc3ccc(Br)cc3C2c2ccccc2)CN1 (centres undefined)	0
O=[N+]([O-])c1cnn(-c2nc(-c3ccc(F)cc3)cc(C(F)(F)F)n2)c1	-6
COc1ccc(C(CC(=O)O)NC(=O)OC(C)(C)C)cc1 (centres undefined)	-5
CCC(=O)N1CCc2cc(S(=O)(=O)N(CC(C)C)CC(C)C)ccc21	4
CCc1sc(NC(=O)c2c(-c3ccccc3)noc2C)nc1-c1ccccc1	-1
CCN(CC)S(=O)(=O)c1ccc(F)c(C(=O)NCc2cccs2)c1	-7
Cc1nc2sc(C(=O)Nc3nc4ccccc4s3)c(N)c2c(C)c1C	-13
CCc1ccc(NC(=O)C2c3ccccc3C(=O)N(c3ccc(OC)cc3)C2c2ccc(OC)cc2)cc1 (centres undefined)	-5
CCCCCCNC(=O)c1cnn2c(C)c(Cc3ccccc3Cl)c(C)nc12	0
CCOC(=O)c1ccc(-n2c(N)c(C(=O)NCc3ccccc3)sc2=S)cc1	-2
CCOc1cc(C2C3=C(CCCC3=O)Nc3nc(C(=O)OC)nn32)ccc1OC (centres undefined)	1
COc1ccc(C=Nc2ccco2)cc1	32*

Gathered by group: the compounds so far with an NH in an aromatic ring.
SMILES	14-3-3 PPI
Cc1ccc2[nH]c(C)c(CN(C)C3CCCCC3)c(=O)c2c1	-5
O=C(c1ccc2c(=O)n(CCc3ccccc3)c(=S)[nH]c2c1)N1CCc2ccccc2C1	6
O=C1c2[nH]nc(-c3ccccc3O)c2C(c2ccc(F)cc2)N1Cc1ccco1 (centres undefined)	-2

Additional records:
SMILES	14-3-3 PPI
c1ccc(-c2nc3ccccn3c2Nc2ccc3c(c2)OCCO3)nc1	2
Cc1onc(-c2ccccc2Cl)c1C(=O)Nc1ccccc1C(=O)NC(C)C	-7
CC(O)Cn1c(=N)n(Cc2ccccc2)c2ccccc21 (centres undefined)	-7
O=C(CCSCc1ccccc1F)NCc1cccs1	-4
O=C(NCc1ccc2c(c1)OCO2)c1ccc(NS(=O)(=O)c2cccs2)cc1	-7
O=C(NCc1ccccc1)C(Cc1ccc([N+](=O)[O-])cc1)N1C(=O)c2ccccc2C1=O (centres undefined)	-1
Cc1ccc(OCC(O)CN2CCN(Cc3ccc4c(c3)OCO4)CC2)cc1C (centres undefined)	1
Cc1nc2ncnn2c(Nc2ccc3c(c2)OCCO3)c1C	2
Cn1c(=O)c2c(n(C)c1=O)=NC1(CCCCC1)ON=2	-8
CCCS(=O)(=O)c1c(S(=O)(=O)CCC)c2c(N)cccn2c1C(=O)c1ccc(C)cc1C	-14
CCCCn1c(SCc2ccc(F)cc2)nc2ccsc2c1=O	3
CCOC(=O)c1[nH]c2ccc(OC)cc2c1NC(=O)CNc1nc(C)c(C)s1	-1
CCOc1nc(SC(C(C)=O)C(=O)Nc2ccccc2)nc(N(C)C)n1 (centres undefined)	27
Cc1nnc(Sc2cc(C(=O)NCc3ccco3)c3ccccc3n2)s1	-6&-18
CC(C)CNC(=O)c1c(O)c2c([nH]c1=O)CCCC2	-3
C[n+]1ccccc1C=Cc1ccccc1	2
COc1ccc(CCN/C=C2/CC(=O)NC2=O)cc1OC	-1
CCOC(=O)C1=CN(c2ccc(C)cc2)C=C(C(=O)OCC)C1c1cc(Br)ccc1OC	1
Cc1cc2ncn(C(=O)c3c(-c4c(Cl)cccc4Cl)noc3C)c2cc1C	-15
Cc1nc(Nc2ccc(C)c(C)c2)c2c3c(sc2n1)CCCC3	0
CCOC(=O)c1[nH]c2cc(OC)c(OC)cc2c1NC(=O)C(C)N1CCN(Cc2ccccc2)CC1 (centres undefined)	7
COc1ccc(S(=O)(=O)N2CCC(C(=O)Nc3ccccc3Cl)CC2)cc1OC	-2
CCOC(=O)C(C)Sc1nc(-c2ccccc2)cc(-c2ccc(OC)cc2)c1C#N (centres undefined)	-1
CCC(C)Nc1nc2c(c(=O)n(C)c(=O)n2C)n1Cc1cccc(C)c1 (centres undefined)	-5
COc1ccccc1C(=O)Nc1nc2ccc(S(C)(=O)=O)cc2s1	6&-5
Cc1cc(C)c2c3c([nH]c2c1)CCCC3	-20
COc1ccc(-n2c(=O)[nH]cc(C(=O)N3CCc4ccccc43)c2=O)cc1	-2
O=C1c2ccccc2C(=O)N1C1C(=O)N(c2cccc(C(F)(F)F)c2)C1c1ccc(F)cc1 (centres undefined)	2
O=C1c2ccc([N+](=O)[O-])cc2C(=O)N1C1C(=O)N(c2ccc(Cl)cc2[N+](=O)[O-])C1c1cccs1 (centres undefined)	5
COc1ccc2cc3cc(C(=O)NCC4COc5ccccc5O4)oc3nc2c1 (centres undefined)	8
Cc1cccc(NS(=O)(=O)c2cc(Br)cc3c2N(C(=O)C2CC2)CC3)c1C	-6
O=C(O)C1CCCN1C(=O)c1cccs1 (centres undefined)	-4
CC(=O)N1c2ccc(S(=O)(=O)NCc3cccnc3)cc2CC1C (centres undefined)	-4
CCCOc1ccc(N2C(=O)C3C(C2=O)C2(C)CC3(C)CC2=O)cc1 (centres undefined)	-20
COc1ccc(-c2cnc(N)n2CC2CCCO2)cc1 (centres undefined)	-14
COCCCNC(=O)c1ccc2nc(-c3ccc(F)cc3)c(-c3ccc(F)cc3)nc2c1	-1

Brought forward from above: 2 entries, followed by the next part.
SMILES	14-3-3 PPI
COc1ccc(-c2cnc(N)n2CC2CCCO2)cc1 (centres undefined)	-14
COCCCNC(=O)c1ccc2nc(-c3ccc(F)cc3)c(-c3ccc(F)cc3)nc2c1	-1
CCCC(=O)Nc1ccc(C(=O)Nc2nnc(COC)s2)cc1	-3
COc1ccc2[nH]c(C(=O)O)c(NS(=O)(=O)c3ccc(OC)c(OC)c3)c2c1	-3
COc1cc2c(cc1NC(=O)COc1ccccc1F)oc1ccccc12	7
COc1cc(C2Nc3ccc4ccccc4c3C3=C2C(=O)CC(C)(C)C3)cc(OC)c1OC (centres undefined)	-4
COC(=O)c1c(C(C)(C)C)oc2c1cc(NS(=O)(=O)c1ccc(C)cc1)c1ccccc12	-5
CC(=O)N1CCc2c(sc(NC(=O)CN3C(=O)CCC3=O)c2C(N)=O)C1	5
CCCOc1ccc(C2C(C(=O)OCc3ccccc3)=C(C)NC3=C2C(=O)CC(C)(C)C3)cc1 (centres undefined)	0
COc1ccc(C(=O)N2c3ccc(C)cc3C(Nc3ccc(C)cc3)CC2C)cc1 (centres undefined)	5
Cc1c(C(=O)O)ccc2c1NC(c1cccc(C(F)(F)F)c1)C1CC=CC21 (centres undefined)	-127
O=C(O)c1ccc(S(=O)(=O)Cc2ccccc2F)c([N+](=O)[O-])c1	5
Cc1onc(-c2ccccc2)c1C(=O)Nc1cccnc1	-3
O=C(Nc1ccccc1C(=O)O)c1cccc(S(=O)(=O)NC2CCCCC2)c1	1
Cc1ccc(N2CC(C(=O)Nc3nccs3)CC2=O)cc1 (centres undefined)	-3&-2
Cc1cc(C)nc(-n2nc(C)cc2NC(=O)CN2CCc3ccccc3C2)n1	4
Cc1cc(C)n(CC2CC(=O)N(c3ccc(Cl)c(Cl)c3)C2=O)n1 (centres undefined)	0
Cc1ccc(CCNC(=O)C2CCN(S(=O)(=O)c3c(C)noc3C)CC2)cc1	-9
CC1=C(C(=O)OC(C)C)C(c2ccc(Br)cc2)N2C(=O)CCSC2=N1 (centres undefined)	-5
CC(=O)c1c(C)oc2c1c1c(c3ccccc32)OCN(CCC2=CCCCC2)C1	-32
COc1ccc(NC(=O)C2=C(C)NC(=S)NC2c2ccccc2Br)c(OC)c1 (centres undefined)	3
COc1ccc(N(C(=O)c2cccc(OC)c2OC)C2C=CS(=O)(=O)C2)cc1 (centres undefined)	-10
Cc1ccc(NC(=O)c2sc3nc4n(c(=O)c3c2C)N=C(c2cc3ccccc3oc2=O)CS4)c(C)c1	-42
COc1ccc(C2SCC(C(=O)O)N2C(C)=O)cc1 (centres undefined)	3
O=C(CN(c1cc(C(F)(F)F)ccc1Cl)S(=O)(=O)c1ccccc1)N1CCN(c2ccccc2)CC1	-4
O=C(CSc1nnc(COc2ccc3c(c2)CCCC3)o1)Nc1ccc(F)cc1	-2
CCCS(=O)(=O)NCc1cn2cccc(C)c2n1	-2
O=C1Nc2ccccc2C(O)(C(=O)NCCC2=CCCCC2)N1c1ccc(Cl)cc1 (centres undefined)	-6
Cc1ccc(-c2cc(C(F)F)nc(N3CCC(C)CC3)n2)cc1	1&5
Cc1cc(NC(=O)CSc2nc3c([nH]c4ccccc43)c(=O)n2-c2ccccc2)no1	-7
O=C(NC(N1CCCCC1c1cccnc1)(C(F)(F)F)C(F)(F)F)c1ccccc1Cl (centres undefined)	-2
O=C1CN(C(=O)c2ccc(Br)o2)C(c2ccccc2)c2cc(Br)ccc2N1 (centres undefined)	-9&-4
Cc1onc(-c2ccccc2Cl)c1C(=O)Oc1cc(N)n(S(=O)(=O)c2ccc(F)cc2)n1	-2&-8
CCN(CC)S(=O)(=O)c1cccc(C(=O)Nc2ccccc2)c1	-2
COc1ccc(C(=O)C2CCCCC2=O)cc1 (centres undefined)	4
CCCCCOc1ccccc1Cn1c(=O)oc2ccccc21	6
CCN(CC)S(=O)(=O)c1ccc(C(=O)N2CC(=O)Nc3ccc(Cl)cc3C2c2ccc(F)cc2)cc1 (centres undefined)	-23

By substructure, those above containing an aryl thioether with sulfur outside any ring.
SMILES	14-3-3 PPI
CCSc1nc(N2CCCCC2)c2c(c1C#N)CCCC2	0
Cc1cc(NC(=O)CSc2nnc3c(n2)-c2cccc4cccc-3c24)no1	-19
CSc1nc2c(c(=O)n1CC1CCCC1)C1(CCCC1)Cc1ccccc1-2	-3
c1ccc(-c2nnc(CSc3nncs3)o2)cc1	-1
CCn1c(SCC(=O)N2CCCc3ccccc32)nc2cccnc21	-34
COCCSc1nnc(-c2cnccn2)o1	-1
CSc1ccccc1NC(=O)CCN1C(=O)C2C3C=CC(C3)C2C1=O (centres undefined)	-5
CCCCn1c(SCc2ccc(F)cc2)nc2ccsc2c1=O	3
CCOc1nc(SC(C(C)=O)C(=O)Nc2ccccc2)nc(N(C)C)n1 (centres undefined)	27
Cc1nnc(Sc2cc(C(=O)NCc3ccco3)c3ccccc3n2)s1	-6&-18
CCOC(=O)C(C)Sc1nc(-c2ccccc2)cc(-c2ccc(OC)cc2)c1C#N (centres undefined)	-1
O=C(CSc1nnc(COc2ccc3c(c2)CCCC3)o1)Nc1ccc(F)cc1	-2
Cc1cc(NC(=O)CSc2nc3c([nH]c4ccccc43)c(=O)n2-c2ccccc2)no1	-7
